# KB-V1 cytotox = kills drug-selected multidrug resistant KB-V1 cells; KB-V1 MDR cells viability, CellTiter-Glo, 72 h; actives 3.4% (n = 400,000); Potency, µM (top dose mostly 46.1 µM), for inactives: at the top dose activity change, negative = cytotoxicity, hits mostly cytotoxic; further: potency means the concentration at half of the fitted maximal effect; on the % scale 0 is the no-effect control and ±100 the full control effect; nearly all actives have a fitted effect of over 60% in size
#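 Drug-selected KB-V1 cells, grown in DMEM lacking phenol red with 10% FBS, receive compound titrations; after three days at 37 degrees C, surviving cell ATP is quantified by CellTiter-Glo luminescence and responses normalized and curve-fitted.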
# GLP1R cytotox = cytotoxicity in counter-screen for GLP-1R inverse agonists; Potency, µM (highest dose often 38.3 µM), inactives show at the highest dose activity change, negative = inhibition, actives largely listed as inhibitors; HEK293 cAMP-luciferase reporter cells, luminescence, 24 h; AID 624418; actives 0.13% (n = 410,000);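 further: loss of luciferase light is scored as toxicity; potency means the concentration at half of the fitted maximal effect; on the % scale 0 is the no-effect control and ±100 the full control effect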
#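 Quantitative HTS format, 1536 wells, 200 cells/uL seeded. Compounds: 23 nL, 24 h, 37 °C. Detection: luciferase reagent, luminescence at 12 min RT; decreased signal taken as cytotoxic.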
# aSyn yeast inh = rescues yeast growth from alpha-synuclein toxicity. actives 0.14% (n = 370,000). Yeast expressing alpha-synuclein, growth rescue, BacTiter-Glo, 24 h. Potency, µM (highest dose often 46.1 µM), for the others: at the highest dose growth rescue (activation), most hits filed as activators; further: potency means the concentration at half of the fitted maximal effect; % of control where 0% means no effect; nearly all actives have a fitted effect of over 65% in size
#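 Rescue of yeast growth: cells expressing toxic alpha-synuclein, induced in galactose at OD600 0.02, incubated with compound 24 h at 30 C. ATP luminescence quantified growth; inhibitors of toxicity appear as activators.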
# GLP1R ag = activates the human GLP-1 receptor | AID 624172 | P43220 | HEK293 GLP-1R CRE-luciferase, luminescence, 4-6 h; cells express a hypersensitive GLP-1R form | actives 0.007% (n = 380,000) | Potency, µM (highest dose often 45.6 µM), for inactives: at the top dose activation, usual class: activators; further: potency means the concentration at half of the fitted maximal effect; % of control where 0% means no effect
# Target sequence (P43220 whole entry, looked up): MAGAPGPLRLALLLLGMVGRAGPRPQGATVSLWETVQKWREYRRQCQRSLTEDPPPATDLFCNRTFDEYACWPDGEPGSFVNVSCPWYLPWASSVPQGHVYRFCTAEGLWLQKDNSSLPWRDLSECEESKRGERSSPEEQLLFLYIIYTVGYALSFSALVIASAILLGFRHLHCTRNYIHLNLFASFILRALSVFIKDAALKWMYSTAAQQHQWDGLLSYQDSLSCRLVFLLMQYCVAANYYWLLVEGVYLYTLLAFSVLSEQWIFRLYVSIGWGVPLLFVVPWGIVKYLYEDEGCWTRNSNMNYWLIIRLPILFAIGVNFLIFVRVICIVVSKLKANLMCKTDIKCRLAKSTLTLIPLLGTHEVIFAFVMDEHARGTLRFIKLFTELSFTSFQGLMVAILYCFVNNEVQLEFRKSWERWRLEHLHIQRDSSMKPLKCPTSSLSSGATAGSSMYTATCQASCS
# TDP43 rescue = rescues yeast growth from TDP-43 toxicity | Potency, µM (highest dose often 46.1 µM), for inactives: at the top dose growth rescue (activation), hits mostly activators | TDP-43 expressing yeast growth rescue, BacTiter-Glo, 24 h | AID 652104 | actives 1.8% (n = 410,000); further: potency means the concentration at half of the fitted maximal effect; % of control where 0% means no effect; nearly all actives have a fitted effect of over 50% in size
#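 Yeast expressing TDP-43 (pregrown in raffinose, seeded at OD600=0.02 in galactose medium) exposed to compounds 24 hr at 30 deg C. Growth read by BacTiter-Glo luminescence; rescue of toxicity appears as increased signal.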
# D3 ag = agonists of human D3 dopamine receptor; P35462; D3R DiscoveRx beta-arrestin cells, luminescence, 90 min; max activation, %; actives 0.58% (n = 410,000); AID 652048; in the data active means max activation above about 30%; further: 0% is about no effect; mostly tested at two doses, the higher about 12 µM
# Target sequence (P35462 whole entry, looked up): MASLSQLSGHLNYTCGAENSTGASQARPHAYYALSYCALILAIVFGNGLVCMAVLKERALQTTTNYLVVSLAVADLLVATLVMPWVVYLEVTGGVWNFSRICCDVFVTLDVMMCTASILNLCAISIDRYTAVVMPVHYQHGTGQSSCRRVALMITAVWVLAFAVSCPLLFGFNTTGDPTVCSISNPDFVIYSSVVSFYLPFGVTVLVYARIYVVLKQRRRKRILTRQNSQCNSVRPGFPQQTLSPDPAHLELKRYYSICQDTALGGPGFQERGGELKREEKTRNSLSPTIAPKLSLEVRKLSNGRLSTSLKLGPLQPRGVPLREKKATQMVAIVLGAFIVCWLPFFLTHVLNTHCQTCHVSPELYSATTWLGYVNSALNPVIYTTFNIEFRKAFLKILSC
#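 Cells at 1500/well, incubated overnight, then treated with pinned compounds (dopamine as control) for 90 min at 37 degrees C. DiscoveRx reagent added for 30 - 60 minutes at room temperature; luminescence read.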
# GLP-1R inv ag = inverse agonists of human GLP-1 receptor; actives 1.6% (n = 410,000); Potency, µM (highest dose often 38.3 µM), for inactives: at the top dose activity change, negative = inhibition, usual class: inhibitors; P43220; HEK293 GLP-1R CRE-luciferase, luminescence, 24 h; GLP-1R form is constitutively active; AID 624417; further: potency means the concentration at half of the fitted maximal effect; on the % scale 0 is the no-effect control and ±100 the full control effect; nearly all actives have a fitted effect of over 55% in size
#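 Inverse agonism was detected as reduced cAMP-driven luciferase luminescence after 24 h compound treatment. The cells were HEK293 clones expressing constitutively active human GLP-1R with the reporter. Reporter-only and GPR119 cell lines served as counterscreen controls.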
# PTHR1 agonist = PTHR1 (human) receptor agonism | HEK293 GP2 PTHR1 cells, GloSensor cAMP luminescence, 1 h | Potency, µM (titrated, usually from 115 µM), inactives show at the highest dose activation, actives largely listed as activators | actives 0.075% (n = 410,000) | AID 743266; further: potency means the concentration at half of the fitted maximal effect; nearly all actives have a fitted effect of over 55% in size; some results filed as inactive show a strong effect at the top dose; inactives centre near -15; many of its hits are not listed in these tables
#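 HEK-293-derived GP2 cells expressing PTHR1 and a GloSensor cAMP reporter, 3,000/well, plated overnight, given luciferin plus IBMX (each 0.5 mM as added) for 1 h at 37 °C, then compound for 1 h at 37 °C. Luminescence was read after 15 min at room temperature.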
# D3 antag = antagonists of human D3 dopamine receptor | P35462 | D3R cells, DiscoveRx beta-arrestin luminescence, antagonist mode; hits give low values | max response, negative = inhibition, % | actives 2.5% (n = 360,000); in the data active means max response below about -50%; inconclusive means no clear call, values can overlap the other calls; further: on the % scale 0 is the no-effect control and ±100 the full control effect; mostly tested at two doses, the higher about 12 µM
#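 Cells plated overnight at 1500 cells/well, then exposed to library compounds with dopamine controls for 90 minutes at 37 degrees C. DiscoveRx reagent added for 30–60 minutes at room temperature; luminescence read, quantitative HTS format.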
# * marks the source's active call; other numbers are inactive results; i = inactive; ? = inconclusive; / = not tested or not shown; & = joins results of further samples; [ ] = another dose, or the depositor's remark. Unless noted, the call rests on the fitted dose curve; in most records, active means well fitted curve in the direction sought with a large enough effect; inconclusive means small, poorly fitted or top-dose-only effect, or another doubt; inactive means no such curve, though single readings can be large; an effect the other way counts as inactive or inconclusive. A portion of the library; rates above refer to the full screens.
smiles	KB-V1 cytotox	GLP1R cytotox	aSyn yeast inh	GLP1R ag	TDP43 rescue	D3 ag	GLP-1R inv ag	PTHR1 agonist	D3 antag
CCOC(=O)CC1=NN(c2ccccc2)C(=O)C1=c1sc(=C2SC(C)=C(C)N2CC)c(=O)n1CC	15.6%	3.0%	-6.1%	0.5%	7.6%	10.0	11.4%	i	19.8
O=C(/C=C/N1CCOCC1)c1ccc(-c2ccccc2)cc1	?	-4.6%	-96.1%[inhibitor]	-4.2%	-7.2%	13.9	0.0%	-45.6%[inhibitor][57.5 µM]	1.6
CCOC(=O)Cc1nnc(NC(=O)COc2ccc(OC)cc2)s1	5.0%	2.2%	1.8%	-8.3%	8.5%	3.2	35.1%[activator]	i	-21.0
N=c1nc(N)nc2n1NC(c1ccc(F)cc1)=CS2	1.3µM*	-2.2%	12.6µM*	?	11.2µM*	-2.7	67.1%[activator]	-7.0%[57.5 µM]	-9.8
COC(=O)c1ccc(C)c(NC(=O)c2ccc(Cl)c([N+](=O)[O-])c2)c1	-2.7%	0.9%	-3.8%	-7.8%	14.6%	-4.0	13.3%	-29.3%	-19.0
C=CCSC1=C(C#N)C(c2ccccc2Cl)CC(=O)N1 (stereo unspecified)	10.9%	0.7%	-44.2%[inhibitor]	13.9%	-5.9%	-10.7	0.0%	-6.8%[57.5 µM]	24.2
CCCNc1nc2c(c(=O)[nH]c(=O)n2C)n1CCC(C)C	-17.6%	2.4%	-1.5%	11.0%	2.5%	3.8	105.9%[activator]	-4.2%[57.5 µM]	4.0
COc1ccccc1CNC(=O)CNCCc1ccc(OC)c(OC)c1	0.9%	-11.3%	-1.3%	6.9%	13.1%	-4.9	15.8%	i	7.1
CCOc1ccc(N(CC(=O)NCc2ccc(OC)cc2)S(=O)(=O)c2c(C)noc2C)cc1	-0.6%	0.3%	-1.6%	1.6%	4.2%	0.7	8.3%	i	-6.9
O=C(Cn1nc(C(=O)O)c2ccccc2c1=O)Nc1ccc(F)cc1	-2.6%	0.4%	5.5%	6.9%	-12.4%	-3.3	16.3%	-22.2%	32.7
CCCNC(=O)C1(C)CCN(C(=O)c2ccccc2F)C1 (stereo unspecified)	4.0%	-0.1%	-2.5%	6.0%	7.4%	1.4	7.5%	-22.9%	0.4
Cc1cccc(N2CCN(C(=O)c3noc4c3COc3ccc(C)cc3-4)CC2C)c1 (stereo unspecified)	?	6.5%&-0.2%	0.0%&2.2%	22.4%&-6.8%	25.0%&10.8%	16.9&17.4	9.1%&-1.0%	-44.7%&-23.2%[inhibitor]	71.7
COc1ccc(CNC(=O)CN2C(=O)NC(C)(c3cccc4ccccc34)C2=O)cc1OC (stereo unspecified)	27.3%	-1.9%	-2.1%	16.6%	-22.4%	-9.9	-25.2%	-20.7%	6.6
CCOc1ccc(NC(=O)N(CC(C)C)CC(C)C)cc1	?	-7.5%	-3.3%	-5.7%	0.3%	0.3	0.0%	-3.1%[57.5 µM]	24.3
CN(C)C(=O)COC(=O)c1ccccc1NC(=O)c1ccco1	-2.7%	-2.7%	-0.3%	21.0%	-4.5%	-1.3	6.6%	-2.3%	-0.1
Cc1ccc(N2C(=O)N(CC(=O)Nc3ccccc3C)C(=O)C2C)cc1 (stereo unspecified)	/	-13.5%	-1.4%	6.9%	-12.8%	-11.7	-21.9%	-43.4%[inhibitor]	?
COc1ccccc1CCn1cnc(-c2ccc(OC)c(OC)c2)c1C(C)C	0.0%	-12.0%	8.5%	0.5%	8.8%	-1.8	?	-52.0%[inhibitor]	1.4
O=C(CSc1ncnc2c1oc1ccccc12)NC1CCCC1	-15.4%	?	0.2%	0.7%	3.8%	-3.5	44.8%	i	-13.7
Cc1csc(NC(=O)Cc2ccc(Cl)cc2)n1	15.6%	-0.7%	-5.7%	6.9%	?	-2.9	-24.9%	i	-4.6
Cc1ccc(C(=O)NCCCC(=O)O)o1	18.2%	4.1%	3.4%	-9.3%	0.2%	0.6	-0.7%	-9.8%	10.4
Cc1ccc(-c2nnc(SCC(=O)N3c4ccccc4NC(=O)C3(C)C)n2N)cc1	5.4%	1.8%	3.3%	6.7%	-14.0%	16.4	-2.0%	i	18.2
O=C(Nc1cc(Br)ccc1F)c1nc[nH]c1C(=O)NCc1ccccc1	-9.5%	-19.3%	-2.8%	5.9%	16.3%	-7.0	-18.9%	-7.0%	-14.4
COc1ccc([C@H]2CC(=O)C=C(c3ccc(OC)c(F)c3)C2)cc1	1.3%	4.6%	8.9%	12.5%	?	0.0	?	-13.4%	?
C[C@@H]1CN([C@@H](C)CO)C(=O)CCCn2nncc2CO[C@H]1CN(C)C(=O)Nc1cccc(Oc2ccccn2)c1	4.6%	-19.7%	0.7%	-4.3%	0.0%	1.3	15.2%	-23.8%	9.0
CCOc1ccc(NC(=O)Cn2c(=O)n(Cc3nc(-c4ccccc4)no3)c(=O)c3cc4c(cc32)OCO4)cc1	-8.1%	-1.2%	/	/	-21.2%	-7.1	0.3%	-12.8%	/
COc1ccc(CCNC(=O)c2ccc3nc(N4CCCCC4)sc3c2)cc1OC	18.4µM*	?	-15.0%	11.8%	26.4%	-8.1	?	-31.6%[inhibitor]	0.0
CCOC(=O)C1=CNS(=O)(=O)NC1c1ccc(Br)cc1F (stereo unspecified)	9.5%	3.6%	-0.5%	-0.3%	-5.1%	-10.1	10.2%	-10.2%	0.0
COc1cccc(CNc2ncc(-c3ccccc3)n2C)c1	?	?	-1.7%	-5.1%	-12.9%	-15.2	?	-22.8%	-9.9
Cc1ccc(NC(=O)/C(=C/c2ccncc2)NC(=O)c2ccccc2)cc1	-1.2%	-4.5%	1.0%	6.0%	2.3%	5.4	1.8%	-3.3%	13.3
COc1ccc(C(=O)O)cc1S(=O)(=O)NCCCN1CCCC1=O	-4.9%	1.9%	-2.5%	-2.1%	15.6%	-14.5	5.7%	-6.3%	-15.8
CCOc1cccc(-c2nc3ccccc3c(=O)o2)c1	-8.4%	6.6%	/	/	-35.8%[inhibitor]	-6.9	7.0%	i	/
COc1ccc(Nc2nc3ccccc3n3cnnc23)cc1Cl	?	10.5%	5.5%	-5.0%	11.3%	7.5	110.4%[activator]	i	9.8
CC(C)C1CC(C(F)(F)F)n2nc(C(=O)O)cc2N1 (stereo unspecified)	6.8%	11.6%	-8.8%	0.1%	1.1%	0.9	17.7%	-5.8%	7.8
Cn1c(NC(=O)CC2CCCCC2)cc(=O)n(C)c1=O	-3.2%	-1.5%	0.8%	14.9%	0.0%	3.2	-7.7%	-43.0%[inhibitor]	10.5
Cc1cc(Br)ccc1NC(=O)CN(C)C(=O)c1ccc(-n2cncn2)c([N+](=O)[O-])c1	-0.7%	12.9%	1.2%[1.84 µM]	-3.2%	6.4%	-8.1	17.3%	-18.1%	-13.9
O=C(NCCc1ccccc1F)C1CCC(=O)N(Cc2ccccc2F)C1 (stereo unspecified)	-6.0%	-8.9%	3.1%	-0.9%	9.9%	2.6	-17.1%	i	7.0
CCc1ccc(C(=O)C(C)OC(=O)C2COc3ccccc3O2)cc1 (stereo unspecified)	25.3%	3.5%	-21.7%	-5.1%	-9.0%	4.0	20.6%	i	6.0
COC(=O)C1=C(O)/C(=C\c2ccc(CNC(=O)C(=O)Nc3ccc(C)c(C)c3)o2)N=C1C	2.7%	9.6%	-8.5%	-16.0%	8.2%	0.6	12.6%	i	-5.3
COc1ccccc1N1CCN(C(=O)c2oc3ccccc3c2N)CC1	-2.0%	?	/	/	12.6µM*	-3.5	-26.7%	-22.7%	/
CCc1cccc2c(C(=S)N3CCOCC3)c[nH]c12	0.0%	2.8%	-3.8%	2.6%	-6.2%	3.4	8.9%	-4.2%	-18.4
Cc1ccc(NS(=O)(=O)c2ccc3c(c2)oc(=O)n3C)cc1F	-24.3%	-8.9%	3.7%	5.3%	-7.6%	-0.3	-12.1%	-4.4%	11.9
CC(=O)Nc1c(C)nn(-c2ccccc2)c1N1CCC(C(=O)Nc2ccc(F)cc2Cl)CC1	/	3.3%	/	/	0.0%	6.2	21.2%	i	/
CC(NC(=O)[C@H](C)NC(=O)C1CC(=O)N(c2ccc3c(c2)OCO3)C1)c1ccccc1 (stereo partly specified)	28.5%	1.1%	-3.4%	3.7%	8.3%	-3.2	14.6%	i	1.5
CN(C)C=NC(=O)c1cn(-c2ccc(F)cc2)c(=O)c2ccccc12	4.1%	1.6%	-4.0%	-0.1%	-22.9%	1.9	10.4%	-0.1%	-22.3
Cc1nc(/C(N)=N/OC(=O)c2cccc(Cl)c2)c(C(F)(F)F)o1	30.0%	-18.4%	0.6%	5.5%	20µM*	0.1	6.0%	i	12.0
COCCCNC(=S)N(CCCO)Cc1cc2cc3c(cc2[nH]c1=O)OCCO3	0.0%	-2.9%	0.2%	-0.9%	8.2%	6.8	11.9%	i	14.2
CCc1c(C)nc2cc(-c3cccs3)[nH]n2c1=O	?	7.4%	8.2%	-1.8%	2.2%	-4.6	5.1%	i	4.8
CCN(C(=O)COC(=O)c1c(C)noc1C)C1CCS(=O)(=O)C1 (stereo unspecified)	5.0%	-8.3%	-5.0%	10.6%	-7.8%	20.1	0.1%	-7.8%	9.8

# Screening data: PubChem BioAssay, National Center for Advancing Translational Sciences (NCATS)
